Screens as filed in PubChem BioAssay.
p53 reactivation = mutant p53 re-activation in reporter cells. H1299 p53-A138V BP100-luciferase reporter, luminescence, 24 h. Potency, µM (top dose mostly 92.2 µM), for the others: top-dose activity change, positive = activation, actives largely listed as activators. 0.063% of 320,000 active; also: potency is read from the fitted curve at half-maximal effect; % of control where 0% means no effect; nearly all actives have a fitted effect of over 45% in size
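H1299 (p53-null), stable ts p53-A138V + BP100-Luc; 1000 cells/well, Opti-MEM/10% FBS; cpd 4 pt, 1:5; 24 h, 37 deg C, 5% CO2; detection reagent 10 min RT; luminescence.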
BRCA1 expr up = increases BRCA1 expression; MCF7-BRCA1-FFLuc reporter, luminescence, 48 h; response scale: scaled: vehicle 0%, 10 µM genistein 100%; Potency, µM (series often up to 46.1 µM), for inactives: at the highest dose activation, usual class: activators; 1.1% of 380,000 active; also: potency is read from the fitted curve at half-maximal effect; nearly all actives have a fitted effect of over 80% in size; some results filed as inactive show a strong effect at the top dose
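Using MCF7 cells harboring a BRCA1 firefly luciferase reporter, plated 2 h before compound pinning, the screen measured luminescence after 48 h incubation. Responses were normalized to DMSO and 10 microM genistein, then fitted for concentration-effect.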
ELG1 genotox = induces genotoxicity in HEK293T cells with luciferase-tagged ELG1. Potency, µM (doses to about 46 µM), without a hit: top-dose activity change, positive = activation, most hits filed as activators. HEK293T ELG1-luciferase reporter, luminescence, 16 h. 1.3% of 330,000 active; also: potency is read from the fitted curve at half-maximal effect; % of control where 0% means no effect; nearly all actives have a fitted effect of over 60% in size
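HEK293T cells expressing luciferase-tagged ELG1 were treated with compound or DMSO for 16 hr at 37°C. Luciferase activity was then read after 30 min with ONE-Glo at room temperature; rising signal flags genetic stress.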
NPC1 promoter act = NPC1 promoter activation; 2.4% of 320,000 active; AID 485313; Potency, µM (series often up to 9.22 µM), without a hit: at the top dose activation, usual class: activators; Huh7 NPC1 promoter luciferase reporter, 24 h;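 also: potency is read from the fitted curve at half-maximal effect; % of control where 0% means no effect; nearly all actives have a fitted effect of over 60% in size; reporter is driven by a mutant NPC1 promoter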
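Compounds in DMSO were transferred onto Huh7 NPC1-luciferase reporter cells pre-incubated 2 h; after 24 h at 37 °C, Amplite reagent was dispensed and luminescence recorded 10 min later.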
ELG1 repair inh = blocks ELG1-dependent DNA repair in HEK293T cells. Potency, µM (top dose mostly 46.1 µM), for inactives: top-dose activity change, negative = inhibition, hits mostly inhibitors. 2.3% of 330,000 active. HEK293T ELG1-luciferase reporter, luminescence, 16 h; DNA damage induced by 5-fluorouridine; also: potency is read from the fitted curve at half-maximal effect; % is scaled to controls: 0 for no effect and ±100 for the full control effect; nearly all actives have a fitted effect of over 55% in size
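In this reporter screen, reduction of luminescence relative to DMSO vehicle indicated activity. Compounds and 5-fluorouridine were added together to 2,000 cells per well, incubated for 16 hr at 37 °C, then developed with ONE-Glo.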
Tb PFK inh = blocks T. brucei phosphofructokinase. O15648. T. brucei PFK, ADP-Glo luminescence. Potency, µM (titrated, usually from 57.5 µM), for the others: at the top dose activity, negative = inhibition, actives largely listed as inhibitors. 0.17% of 330,000 active. AID 485367;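 also: potency is read from the fitted curve at half-maximal effect; 0% = uninhibited 1x PFK enzyme wells and -100% = no-enzyme wells; nearly all actives have a fitted effect of over 60% in size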
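PFK 1.25 nM, F6P 0.5 mM, ATP 0.1 mM, 0.1 M TEA pH 8.0, 5 mM MgCl2, 0.01% Tween20, 0.1% BSA; 45 min RT. ADP-Glo readout. qHTS titration up to 57 uM; curves fitted, compounds curve-classed.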
VP16 counter = inhibits Gal4-VP16 luciferase reporter, ROR gamma counter-screen; Drosophila S2 Gal4-VP16 UAS-luciferase, luminescence, 20 h; Potency, µM (top dose mostly 53.6 µM), for inactives: at the top dose activity, negative = inhibition, actives largely listed as inhibitors; 3.5% of 310,000 active; AID 2546;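 also: Gal4-VP16 expression switched on by copper sulfate through the metallothionein promoter; potency is read from the fitted curve at half-maximal effect; % is scaled to controls: 0 for no effect and ±100 for the full control effect; nearly all actives have a fitted effect of over 50% in size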
RORgamma inh = blocks mouse ROR gamma transcriptional activity. P51450. Potency, µM (highest dose often 53.6 µM), for the others: at the highest dose activity change, negative = inhibition, actives largely listed as inhibitors. 5.4% of 310,000 active. Drosophila S2 Gal4-RORgamma UAS-luciferase reporter, 20 h; also: potency is read from the fitted curve at half-maximal effect; % is scaled to controls: 0 for no effect and ±100 for the full control effect; nearly all actives have a fitted effect of over 60% in size
Target sequence (P51450 whole entry, looked up, the tested form may be a part): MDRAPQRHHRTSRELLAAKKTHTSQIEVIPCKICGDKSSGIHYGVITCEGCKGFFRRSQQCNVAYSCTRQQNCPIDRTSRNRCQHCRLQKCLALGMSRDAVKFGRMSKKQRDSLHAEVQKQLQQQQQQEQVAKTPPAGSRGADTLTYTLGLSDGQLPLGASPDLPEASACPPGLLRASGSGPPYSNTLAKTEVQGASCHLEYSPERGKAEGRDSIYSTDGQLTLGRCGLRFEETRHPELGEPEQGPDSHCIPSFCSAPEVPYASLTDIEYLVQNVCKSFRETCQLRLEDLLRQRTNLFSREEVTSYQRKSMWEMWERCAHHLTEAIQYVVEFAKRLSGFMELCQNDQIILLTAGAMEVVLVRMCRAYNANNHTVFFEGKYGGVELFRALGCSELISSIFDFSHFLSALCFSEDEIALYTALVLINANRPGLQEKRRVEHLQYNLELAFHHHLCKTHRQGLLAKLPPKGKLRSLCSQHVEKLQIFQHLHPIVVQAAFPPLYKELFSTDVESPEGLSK
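In this cell-based reporter format, copper sulfate (700 uM final) drives Gal4–ROR gamma fusion expression from a metallothionein promoter in Drosophila Schneider cells; compounds preincubated 1 hr, reporter read after 20 hr at ambient temperature.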
FLuc counter = counter-screen for miR-21 project: firefly luciferase inhibitors or activators. AID 588342. 6.9% of 360,000 active. purified FLuc, Km substrates, luminescence inhibition. P08659. Potency, µM (series often up to 57.5 µM), inactives show at the highest dose activity change, negative = inhibition, usual class: inhibitors;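 also: potency is read from the fitted curve at half-maximal effect; plate controls were vehicle for no effect and reference inhibitor for full effect; nearly all actives have a fitted effect of over 55% in size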
Target sequence (P08659 whole entry, looked up): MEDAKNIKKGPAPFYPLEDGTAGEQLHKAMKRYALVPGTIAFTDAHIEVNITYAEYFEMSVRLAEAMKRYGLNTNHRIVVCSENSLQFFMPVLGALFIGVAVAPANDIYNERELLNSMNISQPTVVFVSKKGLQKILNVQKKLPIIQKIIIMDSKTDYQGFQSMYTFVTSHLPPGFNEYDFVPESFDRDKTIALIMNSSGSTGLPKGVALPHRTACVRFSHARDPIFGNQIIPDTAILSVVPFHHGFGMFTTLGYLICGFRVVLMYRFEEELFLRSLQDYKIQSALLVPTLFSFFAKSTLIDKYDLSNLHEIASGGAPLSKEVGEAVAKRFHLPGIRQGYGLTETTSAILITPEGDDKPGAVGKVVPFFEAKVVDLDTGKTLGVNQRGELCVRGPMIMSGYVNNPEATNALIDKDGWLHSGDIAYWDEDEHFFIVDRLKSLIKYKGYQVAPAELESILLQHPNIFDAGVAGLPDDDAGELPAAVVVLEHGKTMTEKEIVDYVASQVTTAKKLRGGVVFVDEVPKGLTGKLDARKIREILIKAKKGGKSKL
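Purified P. pyralis luciferase, 10 nM final, with Km-level 10 uM D-luciferin and 10 uM ATP in 50 mM Tris acetate pH 7.5, 10 mM Mg acetate, 0.01% Tween-20, 0.05% BSA; 6-point qHTS titration about 60 µM downward; luminescence read.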
TRPV1 agonist = human TRPV1 agonism | Q8NER1 | TRPV1-expressing cells, Fluo-8 calcium influx, agonist mode | activation, % at 8.33 µM | 0.19% of 320,000 active; in the data active = activation above about 80%; inconclusive = between about 30% and that limit; also: 0% is about no effect
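Fluo-8 calcium influx in TRPV1-expressing cells, kinetic read (ex 480/em 520 nm). Compound added and read 3 min for agonist activity, followed by capsaicin at EC20 final and 2 min further read for enhancement.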
Rab9 promoter act = activators of Rab9 promoter | Huh7 Rab9 promoter-luciferase reporter, luminescence, 24 h | 2.8% of 320,000 active | AID 485297 | Potency, µM (top dose mostly 9.22 µM), without a hit: top-dose activation, negative = inhibition, hits mostly activators; also: potency is read from the fitted curve at half-maximal effect; % of control where 0% means no effect; nearly all actives have a fitted effect of over 60% in size
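Luciferase signal after 10 min detection reagent at ambient indicates Rab9 promoter upregulation; stably transfected Huh7 cells were treated 24 h with compound in DMSO at 37 °C, 5% CO2.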
* hit, by the source's call; [ ] = another dose, or the depositor's remark. Unless noted, calls follow the shape of the dose curve; as a rule, active = well fitted curve in the direction sought with a large enough effect; inconclusive = small, poorly fitted or top-dose-only effect, or another doubt; inactive = no such curve, though single readings can be large; an effect the other way counts as inactive or inconclusive.

Results for Cc1ccc(C(=O)NCc2ccccc2)c(F)c1F ?
p53 reactivation: 3.1%; BRCA1 expr up: 72.0%; ELG1 genotox: 14.5%; NPC1 promoter act: 10.4%; ELG1 repair inh: inconclusive; Tb PFK inh: -1.3%; VP16 counter: -13.4%; RORgamma inh: 33.2%; FLuc counter: inconclusive; TRPV1 agonist: 29.7; Rab9 promoter act: 13.8%

What do the screens show for `CCOC(=O)N1CCN(c2c(NCCCN3CCCC(C)C3)c(=O)c2=O)CC1` (centres undefined)?
p53 reactivation: -1.9%; BRCA1 expr up: -9.4%; ELG1 genotox: 5.7%; NPC1 promoter act: -4.9%; ELG1 repair inh: 5.0%; Tb PFK inh: 0.7%; VP16 counter: 1.6%; RORgamma inh: -26.9%; FLuc counter: -0.2%; TRPV1 agonist: 0.2; Rab9 promoter act: -0.1%

What do the screens show for `CCN(CC)S(=O)(=O)c1ccc2c(c1)N(CC(=O)N1CCCC1)C(=O)CO2`?
p53 reactivation: 1.8%; BRCA1 expr up: -20.1%; ELG1 genotox: -2.8%; NPC1 promoter act: 0.9%; ELG1 repair inh: -7.3%; Tb PFK inh: 5.1%; VP16 counter: 18.9%; RORgamma inh: -18.1%; FLuc counter: 2.7%; TRPV1 agonist: 1.2; Rab9 promoter act: 4.3%

How did CCCCCCSC1=C(C#N)C(c2ccc(O)cc2)CC(=O)N1 (centres undefined) do in these assays?
p53 reactivation: -2.8%; BRCA1 expr up: -15.4%; ELG1 genotox: 0.5%; NPC1 promoter act: -1.6%; ELG1 repair inh: 1.8%; Tb PFK inh: -6.3%; VP16 counter: 22.1%; RORgamma inh: 8.4%; FLuc counter: 2.6%; TRPV1 agonist: -1.6; Rab9 promoter act: 1.1%

Results for COc1ccc(OC)c(CNC(=O)CCC(=O)N2Cc3cccc(OC)c3Oc3ncccc32)c1 ?
p53 reactivation: -3.0%; BRCA1 expr up: -9.3%; ELG1 genotox: -1.2%[9.26 µM]; NPC1 promoter act: -2.4%; ELG1 repair inh: 10.1%; Tb PFK inh: -0.7%; VP16 counter: -10.1%; RORgamma inh: -16.6%; FLuc counter: -2.1%; TRPV1 agonist: 0.5; Rab9 promoter act: 4.1%

How did CCN(CC)c1ccc(S(=O)(=O)N2CCOCC2)cc1NC(=O)c1cc(=O)c2ccccc2o1 do in these assays?
p53 reactivation: inconclusive; BRCA1 expr up: -14.8%; ELG1 genotox: -17.3%; NPC1 promoter act: -7.8%; ELG1 repair inh: 0.0%; Tb PFK inh: 1.2%; VP16 counter: 8.0%; RORgamma inh: 2.7%; FLuc counter: -1.9%; TRPV1 agonist: 0.8; Rab9 promoter act: -2.1%

What do the screens show for `O=c1cc(O)c2c(=O)n(C3CCCCC3)c3ccccc3c2o1`?
p53 reactivation: 2.2%; BRCA1 expr up: -67.4%; ELG1 genotox: -4.4%; NPC1 promoter act: -5.2%; ELG1 repair inh: 0.2%; Tb PFK inh: 0.2%; VP16 counter: -8.8%; RORgamma inh: -13.2%; FLuc counter: -1.4%; TRPV1 agonist: -0.9; Rab9 promoter act: 2.7%

How did O=C(COC(=O)C1CC1)NCc1ccccc1Cl do in these assays?
p53 reactivation: 1.4%; BRCA1 expr up: 6.7%; ELG1 genotox: inconclusive; NPC1 promoter act: 0.8%; ELG1 repair inh: inconclusive; Tb PFK inh: -2.9%; VP16 counter: inconclusive; RORgamma inh: 41.7%; FLuc counter: inconclusive; TRPV1 agonist: -3.3; Rab9 promoter act: 0.8%

What do the screens show for `CCC1(c2ccccc2)NC(=O)N(CC(=O)Nc2ccc(N3CCCC3)cc2C)C1=O` (centres undefined)?
p53 reactivation: -3.5%; BRCA1 expr up: -23.8%; ELG1 genotox: -13.3%; NPC1 promoter act: -1.8%; ELG1 repair inh: -14.2%; Tb PFK inh: -4.8%; FLuc counter: 0.7%; TRPV1 agonist: 0.0; Rab9 promoter act: -1.1%

Results for COC(=O)c1sc(S(=O)(=O)N2CCC(C(N)=O)CC2)c(C(=O)OC)c1C ?
p53 reactivation: -1.1%; BRCA1 expr up: 14.9%; ELG1 genotox: -1.2%; NPC1 promoter act: -2.0%; ELG1 repair inh: 6.0%; Tb PFK inh: 0.4%; VP16 counter: 6.9%; RORgamma inh: 0.3%; FLuc counter: 4.1%; TRPV1 agonist: 0.4; Rab9 promoter act: 0.3%

How did O=C(Cc1ccccc1)c1c[nH]c(C(=O)NC2CCCC2)c1 do in these assays?
p53 reactivation: -2.9%; BRCA1 expr up: 0.0%; ELG1 genotox: 15.4%; NPC1 promoter act: -2.8%; ELG1 repair inh: -29.2%; Tb PFK inh: -1.5%; VP16 counter: 9.0%; RORgamma inh: 10.1%; FLuc counter: -2.9%; TRPV1 agonist: 3.9; Rab9 promoter act: 4.1%

What do the screens show for `O=C(NCC(=O)N1CCCCC1)c1ccc2ccccc2c1`?
p53 reactivation: 13.1%; BRCA1 expr up: inconclusive; ELG1 genotox: inconclusive; NPC1 promoter act: 7.5%; ELG1 repair inh: inconclusive; Tb PFK inh: 3.0%; VP16 counter: 3.5%; RORgamma inh: 1.5%; FLuc counter: inconclusive; TRPV1 agonist: 22.6; Rab9 promoter act: 4.4%

Results for CN(CC(=O)Nc1c(F)cccc1F)Cc1cccs1 ?
p53 reactivation: -1.0%; BRCA1 expr up: 13.6%; ELG1 genotox: 10.9%; NPC1 promoter act: -2.0%; ELG1 repair inh: -1.2%; Tb PFK inh: -3.1%; VP16 counter: -9.4%; RORgamma inh: 7.2%; FLuc counter: -2.4%; TRPV1 agonist: -2.5; Rab9 promoter act: 2.4%

What do the screens show for `Cc1ccc(NC(=S)N/N=C/c2c(Cl)cccc2Cl)c(C)c1`?
p53 reactivation: inconclusive; BRCA1 expr up: -61.8%; ELG1 genotox: inconclusive; NPC1 promoter act: -14.2%; ELG1 repair inh: inconclusive; Tb PFK inh: -3.1%; VP16 counter: 0.891µM*; RORgamma inh: 0.794µM*; FLuc counter: -14.9%; TRPV1 agonist: -4.3; Rab9 promoter act: -16.7%

Results for CCOC(=O)C(=CNc1cc(OC)ccc1-n1cccc1)C(=O)OCC ?
p53 reactivation: -3.0%; BRCA1 expr up: -9.9%; ELG1 genotox: -5.5%; NPC1 promoter act: -3.4%; ELG1 repair inh: inconclusive; Tb PFK inh: 1.4%; VP16 counter: 26.5%; RORgamma inh: 7.1%; FLuc counter: -2.6%; TRPV1 agonist: inconclusive; Rab9 promoter act: 0.1%

How did CCc1nnc(NC(=O)CSc2nnc(C)c(=O)n2N)s1 do in these assays?
p53 reactivation: -8.6%; BRCA1 expr up: 0.8%; ELG1 genotox: 3.4%; NPC1 promoter act: 8.5%; ELG1 repair inh: 1.3%; Tb PFK inh: 3.6%; VP16 counter: -9.4%; RORgamma inh: -0.7%; FLuc counter: 1.9%; TRPV1 agonist: -3.5; Rab9 promoter act: 9.0%

Results for COc1ccc(S(=O)(=O)N/N=C(/C)c2ccco2)cc1 ?
p53 reactivation: inconclusive; BRCA1 expr up: 4.0%; ELG1 genotox: inconclusive; NPC1 promoter act: inconclusive; ELG1 repair inh: inconclusive; Tb PFK inh: 0.4%; VP16 counter: 16.9%; RORgamma inh: inconclusive; FLuc counter: 16.9µM*; TRPV1 agonist: -4.1; Rab9 promoter act: 2.51µM*

Results for Cc1ccc(CNC(=O)N[C@@H](Cc2ccccc2)C(=O)O)cc1 ?
p53 reactivation: 7.1%; BRCA1 expr up: -12.8%; ELG1 genotox: 1.5%; NPC1 promoter act: -4.1%; ELG1 repair inh: 6.5%; Tb PFK inh: -1.3%; VP16 counter: -17.9%; RORgamma inh: 0.9%; FLuc counter: -1.4%; TRPV1 agonist: -5.9; Rab9 promoter act: 0.6%

Results for O=S(=O)(c1ccc(-c2csc(-c3cccnc3)n2)cc1)N1CCCC1 ?
p53 reactivation: -0.9%; BRCA1 expr up: -25.0%; ELG1 genotox: -12.1%; NPC1 promoter act: -3.4%; ELG1 repair inh: -26.8%; Tb PFK inh: 0.0%; VP16 counter: 8.5%; RORgamma inh: 33.1%; FLuc counter: inconclusive; TRPV1 agonist: 2.9; Rab9 promoter act: -5.3%

What do the screens show for `CCC(C)/C(C)=N/NC(=O)c1cn(-c2ccccc2)nc1-c1ccccc1` (centres undefined)?
p53 reactivation: 6.5%; BRCA1 expr up: -33.2%; ELG1 genotox: -2.2%; NPC1 promoter act: -0.2%; ELG1 repair inh: -4.9%; Tb PFK inh: 0.3%; VP16 counter: inconclusive; RORgamma inh: -41.7%; FLuc counter: inconclusive; TRPV1 agonist: 15.5; Rab9 promoter act: -0.4%
